Screens as filed in PubChem BioAssay.
HSF1 inhib: HSF1 inhibition | NIH3T3-HGL HSE-luciferase, MG132-induced, luminescence 8 h; stronger effect = lower value | activity change, negative = inhibition, % at 7.5 µM (by protocol) | actives 0.77% (n = 300,000) | AID 2098;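 active means more than half of replicate wells show activity change below -50%, luminescence cut by over half; inconclusive means some wells, but at most half, below -50%; inactive means no replicate well below -50%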;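 further: luciferase reports HSF-1 transcriptional activity via heat shock element; 0% = median of DMSO wells and -100% = zero luminescence signal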
KLF5 inhibitor: suppresses KLF5 promoter-driven expression. DLD-1 KLF5 promoter-luciferase reporter, luminescence. inhibition, % at 5 µM. actives 0.23% (n = 290,000). AID 1700;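 active means inhibition above a per-plate limit of that plate's mean compound inhibition plus 3 SD, cut at about 60% in these data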;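 further: 0% = DMSO wells and 100% = LY294002 at 200 µM; higher means less KLF5 promoter-driven luciferase light; inactives centre near -14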
GSK3B inh: inhibitors of human GSK3beta kinase | GST-GSK3beta kinase, ADP-Glo luminescence, 60 min; stronger effect = lower value | P49841 | activity score (negative = inhibition), % at 10 µM | actives 0.038% (n = 300,000) | AID 2097;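 active means more than half of replicate wells score below -50%, meaning over 50% inhibition versus plate controls; inconclusive means some replicates but at most half score below -50%; inactive means no replicate scores below -50%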;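 further: 0% = median DMSO wells and -100% = median GW8510 positive control wells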
Target sequence (P49841 whole entry, looked up): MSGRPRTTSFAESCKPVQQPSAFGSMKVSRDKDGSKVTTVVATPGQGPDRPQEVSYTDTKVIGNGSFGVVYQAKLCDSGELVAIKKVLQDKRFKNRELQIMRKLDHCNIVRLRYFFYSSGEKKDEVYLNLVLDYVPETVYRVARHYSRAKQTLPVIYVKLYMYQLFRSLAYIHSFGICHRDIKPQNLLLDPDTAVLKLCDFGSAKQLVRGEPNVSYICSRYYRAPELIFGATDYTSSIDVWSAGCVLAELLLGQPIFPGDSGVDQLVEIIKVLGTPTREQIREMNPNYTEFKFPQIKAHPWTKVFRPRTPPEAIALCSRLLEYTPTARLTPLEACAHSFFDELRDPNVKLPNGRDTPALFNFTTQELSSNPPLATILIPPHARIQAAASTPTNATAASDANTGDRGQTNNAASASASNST
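Test system – GST-tagged human GSK3beta kinase, cell-free · Incubation – 60 min enzyme reaction, room temperature · Signal – ADP-Glo luminescence · Also added – peptide substrate and ATP at 25 µM · Controls – DMSO neutral wells and GW8510 at 20 µM as positive · Buffer or medium – Tris/MgCl2 kinase buffer · Measure – Luminescence-derived activity versus plate DMSO and GW8510 wells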
HSP90 refold inh: inhibitors of HSP90 luciferase refolding in rabbit reticulocyte lysate; luciferase refolding luminescence, 3 h; AID 1789; inhibition, % at 5.6 µM; actives 0.91% (n = 290,000);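 active means inhibition above the screen-wide mean plus 3 SD, computed separately per campaign, cut at about 16% in these data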;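 further: 0% = DMSO wells and 100% = 60 µM geldanamycin wells; inhibitors lower the luminescence because luciferase stays unfolded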
IEC-6 tox: IEC-6 cytotoxicity, counter-screen for KLF5 inhibitors; actives 0.78% (n = 290,000); inhibition, % at 5 µM; luminescence viability; in the data active means inhibition above about 22%;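 further: 0% = plate median of test compound wells and 100% = cytotoxic reference compound wells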
aSyn 5UTR inh: MLPCN primary screen, SNCA 5' untranslated region; alpha-synuclein 5'UTR reporter, inhibitor activity; inhibition, % (tested at 7.5 µM); actives 0.82% (n = 300,000); in the data active means inhibition above about 60%; inconclusive means no clear call, values can overlap the other calls;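 further: H4 neuroglioblastoma cells stably carrying SNCA 5'UTR luciferase fusion; 0% = DMSO wells and 100% = positive control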
HSF-1 act: increases HSF-1 driven luciferase reporter signal; NIH3T3-HGL HSF-1 luciferase reporter, MG132, 8 h; 100% = twice DMSO control signal; activation, % at 9 µM; actives 1.7% (n = 300,000); AID 504408;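 active means mean replicate activation of at least 50% with a set share of replicates each reaching 50%; inconclusive means only one of those two conditions met; inactive means mean below 50% and too few replicates reaching it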;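 further: 0% = median of the neutral control wells and 100% = twice that signal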
GSK3 alpha inh: blocks human GSK-3 alpha kinase. P49840. ADP-Glo luminescence, 60 min. inhibition, % at 10 µM. actives 0.1% (n = 320,000). AID 2650;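 in the data active means inhibition above about 50%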;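 further: GST-tagged GSK-3 alpha with peptide substrate and 25 µM ATP; 0% = DMSO neutral wells and 100% = GW8510 positive control wells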
Target sequence (P49840 whole entry, looked up): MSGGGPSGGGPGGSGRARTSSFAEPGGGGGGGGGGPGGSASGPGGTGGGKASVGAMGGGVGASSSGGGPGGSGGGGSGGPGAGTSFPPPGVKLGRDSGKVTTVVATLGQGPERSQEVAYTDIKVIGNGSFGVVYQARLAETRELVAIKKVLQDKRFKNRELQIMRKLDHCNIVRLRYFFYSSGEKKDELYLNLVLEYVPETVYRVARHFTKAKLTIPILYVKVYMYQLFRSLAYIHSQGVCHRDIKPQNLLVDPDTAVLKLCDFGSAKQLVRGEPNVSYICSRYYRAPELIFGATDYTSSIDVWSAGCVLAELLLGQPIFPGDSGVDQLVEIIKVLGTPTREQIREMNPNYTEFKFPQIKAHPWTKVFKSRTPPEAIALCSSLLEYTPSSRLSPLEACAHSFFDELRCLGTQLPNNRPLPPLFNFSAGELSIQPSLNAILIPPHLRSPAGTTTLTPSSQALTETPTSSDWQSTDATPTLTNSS
DYRK1A inh: Dyrk1A (rat) kinase inhibition | Q63470 | ADP-Glo luminescence, NFATc1 peptide | inhibition, % at 12.5 µM | actives 0.43% (n = 310,000); in the data active means inhibition above about 50%;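 further: plate controls were vehicle with enzyme for no effect and no enzyme for full effect; many of its hits are not listed in these tables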
Platelet DG rel: modulates dense granule release in human platelets. human platelet-rich plasma, SFLLRN dense granule ATP release, luminescence. inhibition, %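 (compounds screened at 7.5 µM in platelet-rich plasma)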. actives 0.22% (n = 300,000). AID 1663;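 active means mean replicate score, as percent of positive control, at or above 50; inconclusive means mean below 50 but at least one replicate at or above 50; inactive means mean and every replicate below 50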
Numbers without * were called inactive; ? = inconclusive; nt = not tested or not shown.

SMILES | HSF1 inhib | KLF5 inhibitor | GSK3B inh | HSP90 refold inh | IEC-6 tox | aSyn 5UTR inh | HSF-1 act | GSK3 alpha inh | DYRK1A inh | Platelet DG rel
CC(C)N1C(=O)N(c2ccc(Cl)cc2)C(C)(O)CC1(C)C (stereo not drawn) | -7 | -45 | -25 | 2 | -1 | 11 | 5 | 1 | -2 | 5
CN(C)C(CNC(=O)c1ccc(-c2ccccc2)cc1)c1ccccc1 (stereo not drawn) | 14 | -14 | -10 | -4 | 2 | -43 | 24 | 0 | 6 | -2
Cc1cc(Nc2ccc3c(c2)OCCO3)n2nc(C)nc2n1 | -10 | -106 | 3 | 1 | 1 | -25 | -17 | -4 | 3 | 10
Cc1ccc(C)c(N2CCN(S(=O)(=O)c3ccc4[nH]c(=O)ccc4c3)CC2)c1 | -2 | -3 | -3 | 4 | 10 | 0 | -8 | 0 | 0 | -2
Cc1nc(COc2cccc(Cl)c2)sc1C(=O)/C=C/N(C)C | -18 | 7 | 3 | -4 | -5 | -45 | -31 | -2 | 3 | -15
O=C(O)C1CCCN1S(=O)(=O)c1ccc(Br)s1 (stereo not drawn) (tested in a mixture with another compound) | 1 | 3 | 0 | -1 | 6 | 6 | -4 | -1 | -2 | nt
Cc1ccc(S(=O)(=O)n2nc(OC(=O)c3cccs3)cc2N)cc1 | -7 | 2 | -5 | -2 | -5 | 4 | 7 | -5 | 1 | 0
Cc1cnc(C(=O)OC(C)C(=O)NC2CCCc3ccccc32)cn1 (stereo not drawn) | 0 | nt | 1 | nt | nt | -3 | -1 | 1 | 7 | 13
COc1cc([N+](=O)[O-])cc([N+](=O)[O-])c1NC(=O)N1CCOCC1 | 6 | -39 | 1 | 4 | 2 | -25 | 1 | -1 | -6 | -25
CCOC(=O)c1cc(C(=O)c2cc(F)ccc2O)coc1=N | 8 | -10 | -1 | 2 | -2 | -4 | 26 | -1 | 9 | 1
Nc1ccc(C#Cc2c(-c3ccsc3)oc3ccc(N4CCOCC4)cc23)cc1 | -10 | nt | 0 | nt | nt | -168 | -19 | 0 | 40 | 2
Cc1ccc2c(c1)c1c(n2CC(O)CN2CCCCC2C)CCCC1 (stereo not drawn) | -6 | -23 | -1 | -1 | -4 | 2 | 24 | 1 | 5 | 0
COc1ccccc1CNC(=O)CNC(=O)c1sc2ccccc2c1Cl | -8 | -19 | 1 | 5 | 7 | -6 | 0 | -1 | 2 | -40
O=C(NCc1ccccn1)c1ccc(OC2CCN(Cc3cccs3)CC2)cc1 | 0 | -13 | -1 | -5 | -7 | -47 | 0 | -1 | -1 | 0
O=C(c1ccc(N2CCNCC2)cc1)c1cccnc1 | 4 | -10 | 0 | 3 | 5 | 3 | 1 | 1 | -2 | -1
Cc1cc(C(=O)Nc2c(F)cc(F)cc2Br)n(-c2ccccc2)n1 | -3 | -29 | 0 | 0 | -4 | 18 | -3 | 15 | -1 | -3
CCc1ccc(-c2c(C)sc(NC(=O)C3CCC3)c2C#N)cc1 | -14 | -7 | 3 | -3 | 4 | 2 | -2 | -4 | -3 | 6
NS(=O)(=O)c1ccc2nc(NC(=O)c3ccncc3)sc2c1 | 12 | -6 | 1 | 6 | 3 | -13 | 36 | -2 | 12 | 10
O=C(CSc1nnc(NC(=O)C2CCC2)s1)Nc1ccccc1F | 3 | -11 | 2 | -6 | -3 | 12 | -1 | -1 | -2 | 8
NC(=O)C1(N2CCCCC2)CCN(C(=S)Nc2ccc(Cl)cc2)CC1 | nt | 4 | nt | -1 | -1 | nt | nt | nt | -4 | nt
O=C(CN1c2ccccc2Sc2ccccc21)NNC(=O)Nc1ccc(Cl)cc1 | 33 | -15 | 2 | 4 | 1 | 11 | ? | -6 | 7 | -7
CCN(CC)CCCN1C(=O)C(O)=C(C(=O)c2sc(C)nc2C)C1c1ccco1 (stereo not drawn) | 7 | 9 | 2 | -2 | 3 | 3 | 14 | 2 | -6 | -3
Cc1cccc(N(C)S(=O)(=O)c2c(C)[nH]c(C)c2C(=O)N2CCCC2)c1 | -4 | 1 | 4 | -1 | 4 | -1 | -8 | -2 | -3 | 5
Cc1ccnc(SCC(=O)NC2CCCCCC2)n1 | 2 | -14 | -5 | -1 | 3 | -5 | -15 | 1 | -16 | 4
N#Cc1ccc(/C=C(\C(=O)C(=O)O)c2ccc3ccccc3n2)cc1 | 30 | -23 | 1 | 11 | 7 | -76 | 34 | -4 | 8 | 5
Cc1cc(=O)[nH]c(SCC(=O)N2C(C)CCCC2C)n1 (stereo not drawn) | -1 | 4 | 0 | 2 | -1 | 4 | 30 | 0 | -10 | -3
COCCN(C(=O)CCC(=O)Nc1cc(C)on1)C(C(=O)NC(C)(C)C)c1ccccc1Cl (stereo not drawn) | 2 | -3 | 0 | 0 | -5 | 17 | 6 | 0 | -5 | 17
Cc1ccccc1OCC(=O)Nc1nnc(-c2ccncc2)s1 | -5 | -10 | -1 | -1 | 1 | -27 | 14 | 1 | 6 | 14
CCC1C(=O)N=C(SCC(=O)Nc2nc3ccccc3s2)NC1=O (stereo not drawn) | -3 | -25 | -1 | -1 | 1 | -25 | 9 | -2 | 15 | -4
CC(=O)c1c(N2CCN(Cc3ccc4c(c3)OCO4)CC2)nc(=S)n(-c2ccccc2)c1C | 0 | -33 | -1 | 8 | -1 | 2 | 0 | 2 | -7 | -7
O=C(Cc1ccccc1)CC1(O)C(=O)Nc2ccccc21 (stereo not drawn) | -1 | -25 | 0 | 0 | 1 | 12 | 4 | -1 | 3 | 6
O=C(CSc1nc2[nH]ncc2c(=O)[nH]1)Nc1cccc(Cl)c1 | -2 | nt | -1 | nt | nt | -4 | 0 | 0 | -13 | 8
Cc1cc(-c2cccnc2)c(C#N)c(SCc2cccc(F)c2)n1 | 18 | 12 | -1 | 1 | 5 | 28 | 29 | -2 | 0 | -8
Cc1ccc(NC(=O)CCN2C(=O)C3CCCCC3C2=O)c(O)c1 (stereo not drawn) | -4 | nt | 1 | nt | nt | -10 | 1 | 0 | 3 | -3
CCN(C(=O)Cc1c(C(=O)O)[nH]c2ccccc12)c1ccc(OC)cc1 | -3 | -23 | 2 | -4 | -11 | -5 | -16 | -5 | 1 | -5
Cc1oc2ccc(NS(=O)(=O)c3cccc4cccnc34)cc2c1C(=O)OC(C)C | 6 | 4 | -7 | 0 | 1 | 28 | 16 | -5 | -2 | 8
Cc1nc2cc3nc(C)sc3cc2s1 | 18 | -38 | 1 | -1 | -8 | -80 | 17 | 4 | -3 | 0
CCOC(=O)C(C)Sc1nc2c(c(=O)[nH]c(=O)n2C)n1CCc1ccccc1 (stereo not drawn) | nt | 14 | 3 | 4 | 3 | nt | nt | 1 | -2 | nt
CC(Oc1ccc(Br)cc1)C(=O)NCc1ccccn1 (stereo not drawn) | -6 | -10 | -1 | 3 | 4 | -8 | -1 | -1 | -1 | 4
NS(=O)(=O)c1ccc(CCNC(=O)CCCCCn2c(=S)[nH]c3ccc(Br)cc3c2=O)cc1 | -3 | -20 | 3 | -1 | -3 | -13 | -2 | 1 | nt | -4
Cc1ccc(S(=O)(=O)N2CCC(O)(c3cccnc3)CC2)cc1 | -3 | -21 | -3 | 5 | -10 | 9 | 5 | -5 | -4 | -3
COc1ccccc1N1CCN(C(=O)c2ccc([N+](=O)[O-])s2)CC1 | 1 | -13 | 2 | -2 | 2 | -5 | 5 | -3 | -3 | 4
Cn1c(SCC(=O)c2ccc(F)cc2)nnc1-c1cccnc1 | 14 | -15 | 3 | -1 | 2 | -43 | 17 | -2 | -3 | -7
CC1(C)Cc2c(sc(NC(=O)COc3ccc(Cl)cc3)c2C(N)=O)C(C)(C)N1 | 3 | -20 | 0 | 5 | 3 | -33 | -4 | -1 | -3 | -11
COc1cccc(C(=O)Nc2ccc(NC(=O)c3ccco3)nc2)c1 | 15 | -95 | nt | 3 | 2 | -162 | 25 | 1 | 18 | -2
Cc1cccc(NC(=O)CCn2nc(C)cc2C)c1 | 1 | 16 | 0 | -2 | -3 | -4 | 30 | -1 | -2 | 2
CCCC(=O)NCc1nc2ccccc2n1C | 1 | -42 | 1 | 0 | 1 | -7 | 15 | -2 | 0 | -3
O=C1CCCCC1C(O)c1ccc(Cl)cc1 (stereo not drawn) | -8 | 6 | 8 | -1 | 0 | 10 | -20 | -6 | nt | 2
CC(C)(C)C(=O)Nc1nc2c(s1)CN(Cc1ccccc1)CC2 | 17 | -95 | -5 | 1 | 3 | -92 | 16 | 1 | 1 | -9
CN(C)N1C(N)=C(C#N)C(c2cccc([N+](=O)[O-])c2)C2=C1CC(C)(C)CC2=O (stereo not drawn) | 3 | 13 | -4 | 5 | -2 | 12 | -2 | nt | -5 | 0
N#CC1=C(SCc2ccccc2)NC(=O)CC1c1ccco1 (stereo not drawn) | 5 | -52 | 4 | 7 | 3 | 17 | 35 | -3 | 7 | -1
Cc1ccc2c(C)c(C(=O)NCCc3ccco3)oc2c1C | 3 | -21 | 0 | -6 | -7 | 7 | 25 | -1 | 6 | 5
C/C(CCC(C)C)=N\NC(=O)COc1ccccc1-c1ccccc1 | nt | 25 | nt | 1 | 20 | nt | nt | nt | -4 | nt
COCC(C)n1c(C)cc(C(=O)CSc2cc(C)c3ccccc3n2)c1C (stereo not drawn) | 6 | -27 | 4 | 0 | 1 | -32 | -6 | -1 | 0 | -6
O=C(NC1CCCCC1)C(c1ccco1)N(C(=O)c1csnn1)c1cccc(Cl)c1 (stereo not drawn) | -3 | 7 | 1 | 0 | -1 | -11 | -17 | 3 | 1 | -19
N/C(=N\N=C\c1ccnc2ccccc12)SC1CC(=O)N(c2ccc(Br)cc2)C1=O (stereo not drawn) | 0 | -19 | -6 | 2 | 2 | 4 | 0 | nt | -1 | 8
COc1ccc(/C=C/c2nc(S(=O)(=O)c3ccccc3)c(N(C)C)o2)cc1OC | -2 | -22 | nt | 1 | 2 | -16 | 11 | -1 | 0 | 0
N=c1c2c(ncn1Cc1ccco1)Oc1ccc3ccccc3c1C2c1ccccc1 (stereo not drawn) | -13 | 32 | -7 | -5 | -8 | 11 | -18 | 1 | -5 | -11
CCOC(=O)C1(C)C=C(Nc2ccc(NC(C)=O)cc2)C(=O)N1c1ccc(NC(C)=O)cc1 (stereo not drawn) | -5 | -14 | -6 | 1 | -1 | -3 | 17 | 2 | -4 | -6
COc1ccc(CNC(=O)[C@H](Cc2ccccc2)NC(=O)C2CCN(C(=O)[C@H](C)N)CC2)cc1 | -1 | -20 | -1 | -3 | -4 | 19 | 18 | 6 | 15 | -1

An excerpt (hit frequency here may not be typical).
